SDO1 yeast rescue = compounds rescuing growth of sdo1-depleted yeast, bone marrow failure model; S. cerevisiae sdo1-depleted JHY4D growth rescue, OD600 30 h; stronger effect = higher value; pdr5 snq2 efflux-pump mutant strain; z-score at 10 µM; hit rate 0.21% among 140,000; AID 817;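 active = z-score above 3 at both the 24 hr and the 30 hr optical density reads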;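 also: z-score against mean and SD of all compound wells on the same plate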
INS promoter inh = TRM-6 insulin promoter activity inhibition; TRM-6 cells (human fetal islet line), insulin promoter-eGFP reporter, imaging; reporter expression induced with tamoxifen; inhibition, % at 2 µM; hit rate 0.9% among 130,000;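 active = inhibition above the mean plus 3 SD, with well images judged a real hit on visual review, cut at about 60% in these data, passing the limit was not always enough; inconclusive = inhibition over the cutoff but images rejected on review; inactive = inhibition not above the cutoff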
SDO1 yeast rescue Rescue 24 h = recorded beside SDO1 yeast rescue, whose call it bears; z-score; S. cerevisiae sdo1-depleted JHY4D growth rescue, OD600; measured here: growth rescue at 24 h;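 0 is the plate mean of compound wells and units are plate SD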
* = called active by the depositor; ? = inconclusive; . = not tested or not shown; & = joins results of further samples.

A first look:
item	SDO1 yeast rescue	SDO1 yeast rescue Rescue 24 h	INS promoter inh	compound
1	1.4	0.81	38	CC(C)CC(NC(=O)C(NC(=O)OC(C)(C)C)C(C)C)C(=O)NC(CCC(=O)OCc1ccccc1)C(N)=O (configuration not stated)
2	-1.2	-1.4	0	CSc1ccc(/C=C/C(=O)c2ccc(NC(C)=O)cc2)cc1
3	-1.2	-1.4	.	O=C(CN1CCN(C(=S)NC2CCCC2)CC1)Nc1ccc(Oc2ccccc2)cc1
4	-0.67	-0.32	.	CC(C)c1nc(N2CCOCC2)c(C#N)c2c1COC(C)(C)C2
5	0.79	0.49	-42	Fc1ccc(CNCc2ccccc2C(F)(F)F)cc1
6	0.69	0.74	.	Cc1ccc(CN2C3=NCCCN3c3ccccc32)cc1
7	.	.	17	COc1ccc(Nc2ccncc2[N+](=O)[O-])cc1
8	.	.	-38	CC(C)(C)c1ccc(OCC(=O)NN2Cc3ccccc3C2=N)cc1
9	.	.	18	Cc1ccc(-c2nnc3c4ccccc4c(C)nn23)cc1S(=O)(=O)N1CCN(C)CC1
10	1.4	2.4	-33	O=C(O)c1ccc(COc2c(F)c(F)c(F)c(F)c2F)o1
11	0.25	0.34	.	CCn1c(NC(=O)c2ccc(F)cc2)c2ccccc2nc1=O
12	-0.15	-1.1	-14	COc1cccc(N=CC2=C(O)CC(C)(C)CC2=O)c1
13	0.1	-0.2	-5	CSc1ccccc1NC(=O)Nc1ccccc1

The whole of this part, from the first entry:
item	SDO1 yeast rescue	SDO1 yeast rescue Rescue 24 h	INS promoter inh	compound
1	1.4	0.81	38	CC(C)CC(NC(=O)C(NC(=O)OC(C)(C)C)C(C)C)C(=O)NC(CCC(=O)OCc1ccccc1)C(N)=O (configuration not stated)
2	-1.2	-1.4	0	CSc1ccc(/C=C/C(=O)c2ccc(NC(C)=O)cc2)cc1
3	-1.2	-1.4	.	O=C(CN1CCN(C(=S)NC2CCCC2)CC1)Nc1ccc(Oc2ccccc2)cc1
4	-0.67	-0.32	.	CC(C)c1nc(N2CCOCC2)c(C#N)c2c1COC(C)(C)C2
5	0.79	0.49	-42	Fc1ccc(CNCc2ccccc2C(F)(F)F)cc1
6	0.69	0.74	.	Cc1ccc(CN2C3=NCCCN3c3ccccc32)cc1
7	.	.	17	COc1ccc(Nc2ccncc2[N+](=O)[O-])cc1
8	.	.	-38	CC(C)(C)c1ccc(OCC(=O)NN2Cc3ccccc3C2=N)cc1
9	.	.	18	Cc1ccc(-c2nnc3c4ccccc4c(C)nn23)cc1S(=O)(=O)N1CCN(C)CC1
10	1.4	2.4	-33	O=C(O)c1ccc(COc2c(F)c(F)c(F)c(F)c2F)o1
11	0.25	0.34	.	CCn1c(NC(=O)c2ccc(F)cc2)c2ccccc2nc1=O
12	-0.15	-1.1	-14	COc1cccc(N=CC2=C(O)CC(C)(C)CC2=O)c1
13	0.1	-0.2	-5	CSc1ccccc1NC(=O)Nc1ccccc1
14	-0.26	-0.28	-34	COc1ccc(-c2nnc(SC(C)C(=O)Nc3nccs3)n2-c2ccccc2)cc1OC (configuration not stated)
15	.	.	-12	O=c1cc(N2CCCCCC2)[nH]c(=O)n1-c1ccccc1Cl
16	.	.	0	COc1cccc(C2NC(=S)NC(C)=C2C(=O)c2ccccc2)c1OC (configuration not stated)
17	0.1	-0.26	-31	CCOC(=O)N1C(=O)c2cc(OC)ccc2S1(=O)=O
18	1.2	1.7	9	Nc1ncnc2nc(N3CCN(C(=O)c4ccccc4)CC3)[nH]c12
19	-0.46	-1	46	NNc1nc2c(Cl)cccc2s1
20	-0.14	1.9	32	Cc1cc(F)ccc1S(=O)(=O)Nc1ccccc1C(=O)Nc1ccccc1N1CCOCC1
21	-0.36	-0.36	10	CCc1nc(N)nc(N)c1-c1ccc(Cl)cc1
22	0.44	0.36	25	Cc1cc(C)n(CCO)c(=O)n1
23	-0.65	-0.21	-24	COc1ccc(C(=O)CSc2nnc(-c3cc(C)on3)o2)cc1
24	.	.	58	Cn1cc([C@@H]2C[C@H]3CN(C4CCCC4)C(=O)[C@]34CCCN24)c(-c2ccccc2)n1
25	-0.1	-0.04	-18	Cc1ccc(NCc2nnc(SCC(=O)c3ccc4c(c3)OCCO4)o2)c(C)c1
26	-2.2	-0.83	72*	CC[C@@H](C)[C@H](NC(=O)OC(C)(C)C)c1nnc(S(=O)(=O)Cc2cc(C)ccc2C)o1
27	0.46	0.42	.	CCCNC(=O)c1ccc(SC)cc1OC
28	.	.	-55	CCOc1cc(C2C(C#N)=C(N)Oc3n[nH]c(-c4ccncc4)c32)cc([N+](=O)[O-])c1O (configuration not stated)
29	2.3	2.6	34	CN(C)CCN1C(=O)C(O)=C(C(=O)c2cc3ccccc3o2)C1c1cccc(Br)c1 (configuration not stated)
30	0.36	0.02	-29	COC(=O)CC(NC(=O)c1ccc(C)cc1)c1ccc2c(c1)OCO2 (configuration not stated)
31	0.28	0.13	-23	O=C(c1ccc(Br)cc1)N1CCCC1
32	0.05	-0.45	.	Cc1c(/C=N/NC(=O)c2sc3ccccc3c2Cl)cnn1C
33	0.1	0.4	54	Fc1ccc(NC(=S)NCc2cccs2)cc1
34	-2	-1.2	55	CCCCOc1c(Br)cc(/C=N/O)cc1OCC
35	.	.	-9	CSc1ccccc1C(=O)Nc1nc2ccccc2[nH]1
36	-0.57	-0.06	-50	CC(Oc1ccc(Cl)cc1)c1ccnn1S(=O)(=O)c1ccccc1 (configuration not stated)
37	1.3	0.92	-190	CCN(CC)S(=O)(=O)c1ccc(F)cc1
38	-0.12	-0.86	-14	CNC(=O)c1sc(-c2ccccc2)nc1C
39	0.24	-0.06	.	CCS(=O)(=O)NCCc1csc(-c2cccnc2)n1
40	-0.73	-1.4	-13	Cc1cc(=O)oc2cc(OCC(=O)OCC(=O)Nc3ccc(C(C)C)cc3)ccc12
41	0.29	-0.68	23	O=C1Nc2ccccc2N(O)N1c1ccc(S(=O)(=O)N2CCOCC2)cc1
42	-0.26	0.11	.	CCOC(=O)CSc1nc2ccccc2c(=O)n1CC1CCCO1 (configuration not stated)
43	0.22	-0.34	-12	Cc1ccc(-c2cc(C(=O)N/N=C/c3c[nH]c4ccccc34)n[nH]2)o1
44	1.4	1.6	14	CC(C)CN1C(=O)NC(NC(=O)c2cccnc2)(C(F)(F)F)C1=O (configuration not stated)
45	-0.35	0.37	-42	CC(=O)NC(=S)Nc1ccc(NC(=O)COc2ccc(Cl)cc2)cc1
46	0.42	3.8	7	O=c1cc(CN2CCN(c3ccccc3F)CC2)c2cc(O)c(-c3ccccc3)cc2o1
47	-0.35	0.18	-31	O=C(CCCNC(=O)/C(=C\c1ccc(F)cc1)NC(=O)c1ccccc1)OCc1ccccc1
48	.	.	29	CC(C)C(=O)OC1CCS(=O)(=O)c2sccc21 (configuration not stated)
49	0.05	-0.92	50	CN1CC(=O)N(CC(=O)Nc2ccc(N(C)C)cc2)c2ccccc2C1=O
50	0.3	0.67	-13	CC1CCN(C2(O)C(=O)Nc3ccc([N+](=O)[O-])cc32)CC1 (configuration not stated)
51	-0.89	-0.6	13	COc1ccc(S(=O)(=O)N(CC(=O)N2CCN(c3ccccc3OC)CC2)c2ccccc2)cc1
52	-2.1	-0.75	-43	COc1ccc(/C(N)=N/OC(=O)c2ccc(C)c([N+](=O)[O-])c2)cc1
53	-0.52	-0.66	-62	Cc1cc(C)nc(/N=C(/NC(=O)c2ccccc2)Nc2ccccc2)n1
54	-0.72	-0.24	.	COc1cnc(-c2ccccn2)nc1Sc1ccc(Cl)cc1
55	0.07	-0.02	.	CC(/C=N/NC(=O)c1cc(C(C)C)[nH]n1)=C\c1ccccc1
56	.	.	50	O=C(Cn1cnc([N+](=O)[O-])n1)NCCc1ccccc1
57	0.01	-0.47	65	CC(C)CCn1nc(C(=O)OC(C)C(=O)NC(N)=O)c2ccccc2c1=O (configuration not stated)
58	-0.39	-0.53	-7	C=C1c2ccccc2NC(=O)N1c1ccc(C)cc1
59	0.13	0.03	24	COc1cc(S(=O)(=O)Nc2ccccc2)ccc1NC=O
60	.	.	8	COCCNC(=O)C(c1c[nH]c2ccccc12)N(C(=O)c1snc(C(N)=O)c1N)c1cccc(OC)c1 (configuration not stated)

Next records.
item	SDO1 yeast rescue	SDO1 yeast rescue Rescue 24 h	INS promoter inh	compound
61	-1.6	-1	.	Cc1ccc(Nc2nnc(SC/C(O)=C(\C#N)c3nc4ccccc4[nH]3)s2)c(C)c1
62	.	.	27	Cc1cc(C)c(C)c(S(=O)(=O)Nc2ccc(C(N)=O)cc2)c1C
63	1.9	1.8	42	O=C(CCc1nc(-c2ccccc2F)no1)NC1CCN(Cc2ccccc2)CC1
64	-1	-0.81	36	CC1CCCCN1C(=O)CSc1ccc(-c2ccc(F)cc2)nn1 (configuration not stated)
65	.	.	-30	CN(C)c1ccc2c3c(cccc13)C(=O)N(c1ccccc1)C2=O
66	1.3	1.7	35	CCC(C)(C)NC(=O)C(c1ccco1)N(C(=O)CNC(=O)c1cccs1)c1cccnc1 (configuration not stated)
67	-0.45	-0.04	.	COc1ccc(N2CCN(CCCNS(=O)(=O)c3ccc4c(c3)oc(=O)n4C)CC2)cc1
68	0.49	0.52	.	Nc1nc(CN2CCN(c3ccccn3)CC2)nc(Nc2ccc(F)cc2)n1
69	0.85	0	.	CC(=O)Nc1c2c(nn1-c1cccc(Cl)c1)CS(=O)C2 (configuration not stated)
70	-1.4	-0.49	-3	COC(=O)c1oc2ccc(Cl)cc2c1-n1cccc1
71	0.32	-0.12	-21	CCOCCCNC(=O)C(NC(=O)c1cnccn1)c1ccc(OC)cc1 (configuration not stated)
72	0.86	1.1	-9	Cc1ccc(CC2SC(=O)NC2=O)cc1Cl (configuration not stated)
73	-1	0.07	38	CCOc1ccc(-c2nnc3sc(COc4ccc(Cl)cc4)nn23)cc1
74	-1.1	-0.43	-60	COC(=O)CNC(c1ccccc1)c1cc(C)ccc1NC(=O)c1cccc(Cl)c1 (configuration not stated)
75	-1.2	0.11	-2	Cc1ccc(S(=O)(=O)N2CCN(C(=O)CCN3C(=O)c4ccccc4C3=O)CC2)cc1C
76	-0.92	-1.2	-22	COc1ccc(N(CC(=O)O)S(=O)(=O)c2c(C)n[nH]c2C)cc1
77	-0.34	-0.43	.	CCN(CC)c1ccc(/C=C/C(=O)c2ccc(Br)cc2)cc1
78	.	.	17	COc1ccc(-c2[nH]ncc2CN2CCC(OCc3cccnc3)CC2)c(F)c1
79	-0.34	-0.23	-27	Fc1ccc(Oc2nccc(-c3ccc(Cl)cc3)n2)cc1
80	0.16	2.3	.	CC(=O)NC(Cc1cnc[nH]1)C(=O)O (configuration not stated)
81	-0.44	-0.18	-73	COc1ccccc1N1CCN(C(=O)CCNS(=O)(=O)c2ccc(Br)s2)CC1
82	0.88	1.1	.	CCN(CC)C(=O)C(C)N(C#N)c1nc(C)cc(C)n1 (configuration not stated)
83	-0.33	-0.04	32	COc1ccc(C2CC(c3ccccc3)n3nnnc3N2)cc1 (configuration not stated)
84	-1	-1.2	.	O=C(CCN1C(=O)C2C3C=CC(C3)C2C1=O)N1CCN(c2ccc(F)cc2)CC1 (configuration not stated)
85	.	.	0	O=C(CSc1ccc(Br)cc1)NCC1CCCO1 (configuration not stated)
86	.	.	56	Cc1ccc(C)c(Cn2cnc3c(oc4ccccc43)c2=O)c1
87	-1	-0.59	?	C/C(=C\c1ccco1)C1C(C#N)=C(N)OC2=C1C(=O)CC(C)(C)C2 (configuration not stated)
88	0	0.12	.	COc1[nH]c(/N=C/c2ccccc2)c(C#N)c1C#N
89	0.59	0.26	.	CCOc1cccc(NC(=O)C(Cc2cccs2)c2nn[nH]n2)c1 (configuration not stated)
90	-0.45	-0.04	52	CCOc1cc(/C=N/NC(=O)COc2ccc(Cl)cc2)ccc1OS(=O)(=O)c1ccccc1
91	0.57	0.24	.	COc1ccc(CNC(=O)C2CCCN(S(=O)(=O)c3c(C)nn(C)c3C)C2)cc1 (configuration not stated)
92	.	.	28	O=C(COc1ccccc1)NC1CCS(=O)(=O)C1 (configuration not stated)
93	-0.64	-0.69	.	COc1cc(CN2CCC(C(=O)N3CCCC(C)C3)CC2)cc(OC)c1O (configuration not stated)
94	0.02	-1.3	-21	CN(C)C(=O)CSc1nnc(CCN)o1
95	.	.	29	COc1ccc(S(=O)(=O)N2CCC(C(=O)NCc3cccs3)CC2)cc1
96	.	.	-105	C=CCNC(=S)Nc1sc2c(c1C#N)CCCC2
97	-1.3	-1.6	-60	CC(=O)OCc1c(C(F)(F)F)nn(C)c1Oc1cccc(C(F)(F)F)c1
98	.	.	-109	COCCOC(=O)CSc1ncccc1-c1nc2cc(C)c(C)cc2[nH]1
99	-0.05	-0.52	-7	COc1ccc(C2CC3(CC(C)(C)NC(=S)N3)Oc3cc(O)cc(C)c32)cc1 (configuration not stated)
100	-0.92	-0.72	.	CCN(CC)S(=O)(=O)c1ccc(NC(=O)CSc2nnc(-c3ccc(F)cc3)o2)cc1
101	-1.9	-1.1	-16	C=CCn1c(=O)c(C(=O)Nc2ccccc2C(=O)OCC)c(O)c2ccccc21
102	-0.44	-0.16	-28	O=C(Cc1ccccc1)NC(=S)Nc1cc(C(F)(F)F)ccc1Cl
103	1.9&-0.97	0.42&-0.87	7	CNS(=O)(=O)c1ccc(OC)c(-c2nnc3c4ccccc4c(C)nn23)c1
104	1.6	2	.	COCC(=O)N(Cc1cc2cc(OC)ccc2[nH]c1=O)c1ccccc1OC
105	-0.89	-0.2	.	CCOc1ccc(N/C=C/C(=O)c2ccccc2)c([N+](=O)[O-])c1
106	.	.	-24	Cc1ccc(-c2csc(C3=C(O)CN(NC(=O)c4ccc([N+](=O)[O-])cc4)C3=N)n2)cc1
107	.	.	-23	O=C(O)CN(c1ccccc1)S(=O)(=O)c1cc(C(F)(F)F)cc(C(F)(F)F)c1
108	0.9	-0.06	.	Cn1c(=O)c2c(nc(Sc3nc4ccccc4n3CC(=O)N3CCCCC3)n2C)n(C)c1=O

Bioassay records from PubChem.

The list is partial. The share of hits here may be higher or lower than overall.
